Screening results deposited in PubChem by The Scripps Research Institute Molecular Screening Center.
TTR transcr act: increases transthyretin transcription; activation, % at 16.7 µM; SH-SY5Y TTR promoter Gaussia luciferase, luminescence; 100% = recombinant luciferase protein wells; 92,000 tested, 1.3% active;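 active = activation above the mean of all tested compounds plus 3 SD, cut at about 9.5% in these data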;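 also: cells exposed to compounds for one day before reading; 0% = median of all test compound wells on the plate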
* = called active by the depositor. An excerpt; count on the stated rates, not on these rows.

SMILES	TTR transcr act
Cc1cn(C(=O)c2ccccc2)c(=S)n1-c1ccc(Br)cc1	-0.2
Cc1ccc(NC(=O)CC(=O)c2ccccc2)cc1C	0.2
CCN1C(=O)/C(=C/c2cnn(CC)c2C)SC1=S	0.9
O=C(Nc1ccccc1)c1cc2ccccc2c(=O)s1	5.4
Cc1cc(C)c2c(-n3cccc3)c(C(=O)NNS(=O)(=O)c3ccc(F)cc3)sc2n1	2.0
O=C(N/N=C/c1ccc(N2CCOCC2)s1)c1ccc(NS(=O)(=O)c2cccs2)cc1	-1.3
COc1ccc2c3c(cccc13)C(=O)N(O)C2=O	0.0
COCCOC(=O)C1=C(C)NC(=O)NC1c1ccco1 (stereo unspecified)	-1.1
N#CCC(=O)NNC(=S)NC(=O)C(c1ccccc1)c1ccccc1	7.9
COc1ccc(CCN2CC(C(=O)O)CC2=O)cc1OC (stereo unspecified)	3.6
Cc1ccccc1C(=O)NCC(=O)c1ccccc1	1.5
CCCS(=O)(=O)NCCc1csc(-c2ccc(OC)c(OC)c2)n1	-0.1
Oc1ccc(/C=C/c2ccccc2F)c2cccnc12	1.5
CCN1CCN(Cc2c(O)ccc3c2O/C(=C\C=C\c2ccccc2)C3=O)CC1	-2.9
Cc1c(C(=O)NNC(=S)Nc2ccc(S(N)(=O)=O)cc2)oc2ccccc12	-0.2
CC(C)C(=O)Nc1cccc(NC(=O)c2cccnc2)c1	-0.8
COCCNC(=O)CSc1ccccc1C(=O)NC1CCSc2ccccc21 (stereo unspecified)	3.7
Cc1csc2ncc(C(=O)Nc3ccccc3F)c(=O)n12	-1.7
O=C(Cn1nc(C(F)(F)F)cc1C1CC1)Nc1ccccc1F	-2.0
CC(=O)c1ccc(NS(=O)(=O)c2ccc(C(C)(C)C)cc2)cc1	2.5
C/C(=N\N1CCN(Cc2ccccc2Cl)CC1)c1ccc(F)cc1	1.7
CC(=O)O[C@H]1CC[C@]2(C)C3CC[C@]4(C)[C@@H]([C@H](C)/C=C/[C@H](C)C(C)C)CC[C@H]4[C@@]34C=C[C@]2(C1)N(C(=O)c1ccccc1)O4 (stereo partly specified)	-1.6
COc1ccc(-c2cc(=O)[nH]c(=O)[nH]2)cc1	-0.2
COc1ccc([C@H]2CC(=O)C=C(c3cccc(Br)c3)C2)cc1	-2.5
CSc1nnc(-c2ccccc2)c(-c2ccccc2)n1	-3.5

Brought forward from above: seven compounds, followed by the next part.
SMILES	TTR transcr act
O=C(Cn1nc(C(F)(F)F)cc1C1CC1)Nc1ccccc1F	-2.0
CC(=O)c1ccc(NS(=O)(=O)c2ccc(C(C)(C)C)cc2)cc1	2.5
C/C(=N\N1CCN(Cc2ccccc2Cl)CC1)c1ccc(F)cc1	1.7
CC(=O)O[C@H]1CC[C@]2(C)C3CC[C@]4(C)[C@@H]([C@H](C)/C=C/[C@H](C)C(C)C)CC[C@H]4[C@@]34C=C[C@]2(C1)N(C(=O)c1ccccc1)O4 (stereo partly specified)	-1.6
COc1ccc(-c2cc(=O)[nH]c(=O)[nH]2)cc1	-0.2
COc1ccc([C@H]2CC(=O)C=C(c3cccc(Br)c3)C2)cc1	-2.5
CSc1nnc(-c2ccccc2)c(-c2ccccc2)n1	-3.5
CCOc1ccc(N(C(=O)c2snc(C(N)=O)c2N)C(C(=O)NCC2CCCO2)c2c[nH]c3ccccc23)cc1 (stereo unspecified)	-2.6
CCN(C1CCCCC1)S(=O)(=O)c1ccc(S(=O)(=O)NCCc2ccncc2)cc1	-2.4
CC(C)n1nnnc1SCC(=O)NCCc1ccccc1	-0.3
Cc1ccc([N+](=O)[O-])cc1NC(=O)Nc1onc(C)c1C	-0.5
COc1ccccc1NC(=O)N(C)C[C@@H]1OCc2cn(nn2)CCCC(=O)N([C@@H](C)CO)C[C@H]1C	0.1
Cc1ccc(S(=O)(=O)Cc2cc(-c3ccc(Cl)cc3)no2)cc1	-0.4
CC(=O)c1cc(F)c(N2CCN(C(=O)C(C)(C)C)CC2)cc1C	-1.4
COC(=O)Cn1c(=NC(=O)c2nc3ccccc3s2)sc2cc(S(N)(=O)=O)ccc21	0.3
CCNC(=O)CC1C(=O)N(c2ccccc2)C(=O)N1Cc1ccc(OC)cc1 (stereo unspecified)	0.9
O=C(O)c1ccc(COc2c(F)c(F)cc(F)c2F)cc1	4.1
O=C1c2cccnc2C(Nc2ccc(S(=O)(=O)N3CCCCC3)cc2)N1Cc1ccccc1 (stereo unspecified)	-1.4
Cc1ccc(C(=O)Cn2nnc3c(sc4nc5c(c(-c6ccccc6)c43)CCC5)c2=O)cc1	-3.1
CCCN(CCC)C(=O)C1c2ccccc2Oc2ccccc21	-2.8
O=C(COC(=O)c1ccccc1Nc1ccccc1)Nc1ccccc1	-1.4
CN=C(Nc1ccc(C(=O)OC)cc1)SC1CC(=O)N(c2ccccc2F)C1=O (stereo unspecified)	0.7
O=C(C[C@H]1CC[C@@H]2[C@H](COC[C@H](O)CN2C(=O)c2cnccn2)O1)NCc1ccc(Cl)cc1	-0.7
CC1(C(=O)NC2CCCC2)CCC(=O)N1CCC1=CCCCC1 (stereo unspecified)	2.3
COc1ccc(C)cc1NC(=O)CCCN1C(=O)CN(C)C1=O	-0.9
CCN(C/C=C/c1ccccc1OC)Cc1ccccc1	0.5
CC1(C(=O)NS(=O)(=O)c2ccc(Cl)s2)CCN1C(=O)Cc1cc(F)ccc1F (stereo unspecified)	-4.8
CCOc1ccc2c(c1)C(C)=CC(C)(C)N2C(=O)Nc1ccccc1F	-1.5
Cc1ccc(C)c(NC(=O)CCN2C(=O)C3CC=CCC3C2=O)c1 (stereo unspecified)	0.1
Cc1cc(C(=O)NNC(=O)NC(C)C)no1	2.0
COc1ccc(CNC(=O)COC(=O)c2cnccn2)cc1	-0.8
CN(C)C(=O)CSc1nc(-c2ccccc2)nc2c1CCCC2	0.0

Another view of some results above:
smiles,TTR transcr act
Cc1ccc(C(=O)Cn2nnc3c(sc4nc5c(c(-c6ccccc6)c43)CCC5)c2=O)cc1,-3.1
CCCN(CCC)C(=O)C1c2ccccc2Oc2ccccc21,-2.8

Remaining list, next part:
SMILES	TTR transcr act
O=C(NCc1cccnc1)Nc1ccc(F)cc1F	-0.2
O=C(Nc1ccc(N2CCOCC2)cc1)c1cccnc1	-0.5
COc1ccc(S(=O)(=O)N2CCC(C(=O)c3ccc4c(c3)OCCO4)CC2)cc1	0.1
CCC(=O)N1CCC1(C)C(=O)Nc1ccc(OC)c(OC)c1 (stereo unspecified)	1.3
Cc1ccc(CN2CCN(CC(=O)N/N=C/c3ccc(C)o3)CC2)cc1	0.5
O=C(/C=C/c1ccccc1)NC(=S)NNC(=O)c1ccco1	-1.9
COc1cccc(NC(=O)Nc2cnccn2)c1	0.2
O=C(COc1ccccc1Cl)Nc1ccc(C(=O)O)cc1NC(=O)COc1ccccc1Cl	0.2
O=C(CNC(=O)C(c1ccccc1)c1ccccc1)OCC(=O)c1cccs1	1.9
O=C(Nc1ccc(-n2cnnn2)cc1)C(c1ccccc1)c1ccccc1	-2.3
CCn1ccc(C(=O)N2CCOCC2)n1	0.1
CC(C)(C)C(=O)/C=C1\SCC(=O)N1CC(=O)N1CCN(c2ccccc2)CC1	-1.0
O=C(NCCNC(=O)c1ccccn1)c1ccccc1	-0.9
O=C(CSc1nnc(-c2cccnc2)o1)Nc1ccc(Cl)cc1	-0.2
Cc1c(C(=O)NCC2CCCO2)oc2ccc3c(c12)C(=O)CC(C)(C)O3 (stereo unspecified)	-2.5
Cc1c(C(=O)Nc2ccc(F)c(F)c2)oc2ccc(S(=O)(=O)N3CCCCC3)cc12	0.3
Cc1ccc(/C=N/N2CCN(c3ccccn3)CC2)cc1	-2.1
O=C(Cn1cccc1)Nc1ccc(F)cc1F	-0.5
COC(=O)c1c(NC(=O)C2CC=CCC2C(=O)O)sc(C)c1C (stereo unspecified)	2.2
COc1ccc(CCNC(=S)Nc2ccc(C)cc2C)cc1	-1.1
COc1ccc(-c2cc(=O)oc3c(C)c(OCC(=O)NCC4CCC(C(=O)O)CC4)ccc23)cc1 (stereo unspecified)	1.1
O=C(NCCCNC(=O)c1ccccc1Cl)c1cnccn1	17.1*
CC1CC(C)CN(CCC(=O)Nc2ccc3c(c2)CCC3)C1 (stereo unspecified)	2.9
Fc1ccc(Nc2nc(-c3ccncc3)nc3ccccc23)cc1F	-1.8
O=C(Cn1c2[n+](c3ccc(C(F)(F)F)cc31)CCCCC2)c1cccc([N+](=O)[O-])c1	-0.4

For reference, part of the list above:
SMILES	TTR transcr act
Fc1ccc(Nc2nc(-c3ccncc3)nc3ccccc23)cc1F	-1.8
O=C(Cn1c2[n+](c3ccc(C(F)(F)F)cc31)CCCCC2)c1cccc([N+](=O)[O-])c1	-0.4

Further records:
SMILES	TTR transcr act
CC1CCC(NC(=O)c2ccc(CNc3c(NC4CCCCC4)c(=O)c3=O)cc2)CC1 (stereo unspecified)	0.2
CCN(CC)CCC(=O)Nc1cccc2c1C(=O)c1ccccc1C2=O	8.2
COc1ccccc1CCNC(=O)COc1cccc2c1OC(C)(C)C2	-2.8
Cc1cc(C)nc(NS(=O)(=O)c2ccc(NC(=O)Nc3ccccc3F)cc2)n1	-0.3
CCCNC(=O)c1cc(C)no1	-0.1
Cc1cc(NC(=O)CSc2nnc(-c3cccnc3)n2N)no1	-3.0
O=c1cc(CO)[nH]cc1OCc1ccccc1	-0.4
COC(=O)c1ccccc1NC(=O)N1CCN(S(C)(=O)=O)CC1	0.0
COc1cc(OC)c2c(=O)cc(-c3ccccc3)oc2c1	2.5
CCCN1CCC(NC(=O)C2CCCCC2C(=O)O)CC1 (stereo unspecified)	1.4
CCCC(=O)N1CCC1(C)C(=O)Nc1cccc(OC(C)C)c1 (stereo unspecified)	-0.7
CC(=O)Nc1ccc(S(=O)(=O)NCCCN2CCOCC2)cc1	0.5
CC(C)(C)[C@@H]1COC(=O)[C@H](Cc2ccc(F)cc2)CC/C=C\C[C@@H](CC(=O)NCCO)C(=O)N1	2.4
CCOc1cc(CNCc2ccc3c(c2)OCO3)ccc1OC	0.7
COc1cccc(CN(C)C(=O)C2CCC(=O)N(Cc3cccc(F)c3)C2)c1 (stereo unspecified)	-1.0
O=C(N/N=C/c1cc([N+](=O)[O-])ccc1O)NC12CC3CC(CC(C3)C1)C2	1.2
Fc1ccc(CN2CCCCCCC2)cc1F	2.4
O=C(COC(=O)c1ccc(O)cc1)Nc1ccc2c(c1)OCCO2	6.0
COc1ccccc1/C=C1\SC(=O)N(CCC(=O)N2CCCCC2CCO)C1=O (stereo unspecified)	-0.7
O=C1CC(C(=O)O)S/C(=N\N=C\c2ccc(Br)cc2)N1 (stereo unspecified)	1.5
CSCC[C@H](NC(=O)OC(C)(C)C)C(=O)N/N=C/c1c(C)[nH]c(=O)[nH]c1=O	0.2
Cc1ccc(NC(=O)CN(C)S(=O)(=O)c2cccs2)cc1C	-3.8
O=C(CNC(=O)c1ccco1)Nc1ccc(F)cc1	1.2
COc1ccccc1CNc1nc(NCCOc2ccccc2Cl)c2sccc2n1	-4.7
O=S(=O)(Oc1ccccc1)c1ccc(Cl)c(Cl)c1	-2.5

(listing goes on)
SMILES	TTR transcr act
COc1ccc(OC(=O)c2c(C)nn(-c3ccccc3)c2C)cc1	-0.7
CS(=O)(=O)N1CCN(C(=O)C(Sc2ccccc2)c2ccccc2)CC1 (stereo unspecified)	-0.3
CC1CCC(=O)N(CCOc2ccccc2)CC1 (stereo unspecified)	1.2
COc1cccc(CNCCO)c1OCc1ccccc1Cl	0.7
Cc1ccc(N2CCN(S(=O)(=O)N3CCCCC3)CC2)cc1Cl	0.0
Oc1c(C=C2N=c3ccccc3=N2)sc(=S)n1C1CCCCC1	0.4
Cn1c(CN2CCC(C(N)=O)CC2)c(C#N)c2ccccc21	-0.5
Cc1cccn2c(=O)c(/C=C(\C#N)C(N)=O)c(Oc3ccccc3)nc12	0.7
CC(C)(C)c1cc(-c2n[nH]c(=S)n2-c2ccccc2F)n[nH]1	-0.6
CCCC[C@H](C(=O)N(CC)c1ccccc1)[C@@H](O)c1ccc(C(C)=O)cc1	0.8
CC(C)(C)c1csc(NC(=O)CSc2nc3ccccc3c(=O)[nH]2)n1	3.8
Cc1nn2c(-c3ccccc3)c(-c3ccccc3)nc2[nH]c1=O	-0.5
COCCCNC(=O)Cn1cnc2c(OCc3ccccc3)ncnc21	0.9
CC1CC(C)CN(C(=O)COC(=O)c2c[nH]c3ccccc23)C1 (stereo unspecified)	3.3
CN(NC(=O)Nc1ccccc1)c1cnn(C)c(=O)c1Cl	0.1
COCCCN1C(=O)C(=O)/C(=C(/O)c2ccc(S(=O)(=O)N3CCOCC3)cc2)C1c1ccc(C(C)C)cc1 (stereo unspecified)	0.1
Cc1cc(C)c2[nH]c(=O)c(C(c3nnnn3Cc3ccc4c(c3)OCO4)N3CCCC3)cc2c1 (stereo unspecified)	6.8
CN(C)c1ccc(C(=O)NC2CCCCN(Cc3ccc(Cl)cc3)C2=O)cc1 (stereo unspecified)	0.0
NS(=O)(=O)c1ccc(NC(=O)C(Sc2ccccc2)c2ccccc2)cc1 (stereo unspecified)	-1.4
O=C(O)c1cc(=O)[nH]c2ccc(S(=O)(=O)Nc3ccc(F)cc3)cc12	-0.3
CN(C)C1=NCCN1CC1CCCCC1	0.4
CCCCCN1C=CC=C/C1=C\C=C(C#N)C#N	3.5
O=S(=O)(Nc1ccc(C(F)(F)F)cn1)c1ccccc1	-1.1
COc1cccc(NC(=O)Cc2cccs2)c1	-2.0
O=C(Nc1cccc(NC(=O)C2CC3CCCC(C2)C3=O)n1)C1CC2CCCC(C1)C2=O (stereo unspecified)	-4.7
Cn1cccc1CC(=O)N/N=C/C=C/c1ccccc1	3.7
O=C(O)CSc1nc2ccccc2nc1Cc1ccccc1F	1.8
COc1ccc(OC)c(C(C(=O)NCc2ccco2)N(C(=O)Cn2nnc3ccccc32)C(C)C)c1 (stereo unspecified)	-1.4

Another view of 6 compounds above.
| SMILES | TTR transcr act |
| --- | --- |
| COc1ccc([C@H]2CC(=O)C=C(c3cccc(Br)c3)C2)cc1 | -2.5 |
| CS(=O)(=O)N1CCN(C(=O)C(Sc2ccccc2)c2ccccc2)CC1 (stereo unspecified) | -0.3 |
| O=C(Cn1nc(C(F)(F)F)cc1C1CC1)Nc1ccccc1F | -2.0 |
| CC(C)(C)c1csc(NC(=O)CSc2nc3ccccc3c(=O)[nH]2)n1 | 3.8 |
| O=C(Cn1cccc1)Nc1ccc(F)cc1F | -0.5 |
| CC1CC(C)CN(CCC(=O)Nc2ccc3c(c2)CCC3)C1 (stereo unspecified) | 2.9 |
